UHRF1 binding: UHRF1 methylated DNA binding inhibitors, primary screen, counter-screen for MBD2 inhibitor project, biochemical, TR-FRET, human UHRF1, single concentration; AID 687016, 2013; UHRF1 binding to methylated oligo; hit rate 0.75% among 370,000; E3 ubiquitin-protein ligase UHRF1 (Homo sapiens), Q96T88; inhibition, % at 4.4 µM; in the data active means inhibition above about 21%;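 further: UHRF1 SRA domain binding a hemimethylated CpG hairpin DNA probe; 0% = median of test compound wells and 100% = reference inhibitor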
NR1D1 modulator: modulators of Rev-erb alpha DNA binding, primary screen, biochemical, FITC-DNA, fluorescence polarization, uHTS; AID 1259318, 2017; Nuclear receptor subfamily 1 group D member 1 (Homo sapiens), P20393; activity, % at 10 µM; Rev-erbα–FITC-DNA binding, 90 min; hit rate 0.79% among 370,000;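 active means activity above about 14%, limit read from the data; passing the limit was not always enough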;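 further: 0% = DMSO wells with 35 nM protein and 100% = DMSO wells with 750 nM protein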
Target sequence (P20393 whole entry, looked up): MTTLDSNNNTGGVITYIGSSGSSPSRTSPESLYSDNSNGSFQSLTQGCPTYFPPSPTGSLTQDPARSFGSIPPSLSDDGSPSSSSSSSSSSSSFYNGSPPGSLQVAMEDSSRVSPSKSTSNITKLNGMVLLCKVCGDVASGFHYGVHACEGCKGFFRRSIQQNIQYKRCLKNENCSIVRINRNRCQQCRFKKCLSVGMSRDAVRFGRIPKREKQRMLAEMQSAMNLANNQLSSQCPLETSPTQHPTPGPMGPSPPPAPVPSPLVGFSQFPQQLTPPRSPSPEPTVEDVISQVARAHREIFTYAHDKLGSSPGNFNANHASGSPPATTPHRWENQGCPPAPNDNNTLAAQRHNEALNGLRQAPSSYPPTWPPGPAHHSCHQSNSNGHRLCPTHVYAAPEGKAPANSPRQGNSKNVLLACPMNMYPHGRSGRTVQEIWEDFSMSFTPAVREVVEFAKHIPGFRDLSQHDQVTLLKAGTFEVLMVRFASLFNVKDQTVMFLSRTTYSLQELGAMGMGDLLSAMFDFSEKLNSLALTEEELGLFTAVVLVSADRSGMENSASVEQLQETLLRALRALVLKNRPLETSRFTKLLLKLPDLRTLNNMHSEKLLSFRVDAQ
HTRA1 inh: HTRA1 serine protease inhibitors, primary screen, biochemical, fluorescence polarization, HTS | hit rate 0.5% among 340,000 | Q92743 | inhibition, % at 5.96 µM | recombinant HTRA1, FP-rhodamine activity-based probe; in the data active means inhibition above about 36%;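 further: 0% = enzyme with DMSO and 100% = wells lacking enzyme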
LEDGF integ inh: blockers of LEDGF/p75-dependent integrase strand transfer – biochemical, TR-FRET, high throughput, primary screen | HIV-1 integrase (with human LEDGF/p75) | TR-FRET IN-LEDGF/p75 DNA integration, Eu/Cy5 | inhibition, % at 3.7 µM | hit rate 0.64% among 370,000;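 active means inhibition above the screen-wide mean plus 3 SD, cut at about 13% in these data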;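 further: signal is the Cy5 over europium emission ratio at 671 and 618 nm; 0% = plate median of compound wells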
PRMT1 inh: PRMT1 methyltransferase inhibitors, primary screen, biochemical, fluorescence polarization | inhibition, % at 2.79 µM | AID 652257, 2013 | recombinant PRMT1, activity-based probe fluorescence polarization | hit rate 1.3% among 370,000 | Protein arginine N-methyltransferase 1 (Homo sapiens), Q99873;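 active means inhibition above about 21% made by adding two undisclosed values, limit read from the data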
PG9 binder: binders of HIV-1 gp120 antibody PG9, primary screen, biochemical, TR-FRET. HIV-1 gp120 / PG9 antibody interaction. TR-FRET gp120-PG9 antibody binding. inhibition, % at 6.7 µM. AID 624416, 2012. hit rate 0.43% among 360,000; in the data active means inhibition above about 8.5%
TCR-CD3 inh: inhibitors of human TCR-CD3 interaction, primary screen, biochemical, fluorescence, TAMRA-labeled TCR probe | T-cell receptor (TCR) | inhibition, % at 9.4 µM | hit rate 0.37% among 360,000 | AID 651800, 2012; in the data active means inhibition above about 19%;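 further: recombinant mutant TCR 2C K166C tagged with TAMRA read by polarization; 0% = receptor in buffer alone and 100% = receptor with positive control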
MBD2 inh: inhibitors of MBD2 binding to methylated DNA, primary screen, biochemical, TR-FRET, DNA-binding domain, human; hit rate 0.31% among 370,000; Methyl-CpG-binding domain protein 2 (Homo sapiens), Q9UBB5; AID 686964, 2013; MBD2 binding to methylated oligonucleotide; inhibition, % at 4.4 µM; in the data active means inhibition above about 13%
rCAG RNA binder: binders of r(CAG) RNA repeats, primary screen, biochemical, fluorescence | r(CAG) RNA repeat, TO-PRO-1 dye displacement fluorescence | inhibition, % at 3 µM | hit rate 1.3% among 370,000 | AID 651821, 2012;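 active means inhibition above the plate cutoff, the mean of all test compounds on that plate plus 3 SD, cut at about 35% in these data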;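 further: 0% = DMSO alone and 100% = 100 µM mitoxantrone as full dye displacement; higher means more dye released from RNA so lower well fluorescence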
mABHD4 FP: ABHD4 inhibitors, primary screen, biochemical, fluorescence polarization, mouse; (Lyso)-N-acylphosphatidylethanolamine lipase (Mus musculus), Q8VD66; purified mABHD4, FP-Rh probe fluorescence polarization; inhibition, % at 8.92 µM; hit rate 0.54% among 370,000;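 active means inhibition exceeding the mean over every tested compound plus 3 SD, cut at about 30% in these data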;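 further: 0% = plate median of compound wells and 100% = S159A mutant with DMSO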
Target sequence (Q8VD66 whole entry, looked up): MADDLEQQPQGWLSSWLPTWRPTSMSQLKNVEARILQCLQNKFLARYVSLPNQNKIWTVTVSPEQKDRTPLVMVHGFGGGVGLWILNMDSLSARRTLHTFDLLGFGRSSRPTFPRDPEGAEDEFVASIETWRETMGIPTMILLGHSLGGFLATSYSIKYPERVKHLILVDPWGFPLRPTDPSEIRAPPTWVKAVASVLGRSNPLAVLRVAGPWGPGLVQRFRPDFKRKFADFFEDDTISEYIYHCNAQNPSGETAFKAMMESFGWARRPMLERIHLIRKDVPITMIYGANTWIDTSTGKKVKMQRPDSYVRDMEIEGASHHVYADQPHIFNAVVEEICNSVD
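Assay system: wild-type mouse ABHD4 protein; compound: single nominal dose of 8.92 µM, 0.89% DMSO final; schedule: 45 min + 60 min at 25 °C; measured by: FP readout, ex 525 nm / em 598 nm; evaluation: % inhibition of FP-Rh probe binding versus controls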
Active calls of the source: *; / = no result given; + = active, no number.

SMILES	UHRF1 binding	NR1D1 modulator	HTRA1 inh	LEDGF integ inh	PRMT1 inh	PG9 binder	TCR-CD3 inh	MBD2 inh	rCAG RNA binder	mABHD4 FP
CC(C)(C)NC(=O)CSc1nnc(-c2c[nH]c3ccccc23)o1	3	14	-4	3	0	-4.2	-10	-2	6	-12
CN(C)/C=C/C(=O)c1nnn(C2CCCCC2)c1NC1CCCCC1	2	-5	-51	4	-2	-0.6	2	-1	3	-3
COc1ccccc1CNC(=O)COC(=O)c1nc(Cl)ccc1Cl	0	-1	-1	0	-2	-2.8	10	0	3	1
Cn1c(SCC(=O)Nc2ccc(N3CCOCC3)cc2)nnc1-c1ccccc1F	1	-7	-1	-2	-2	-1.5	1	2	-6	-3
C#CCN(Cc1ccco1)C(=O)c1nnc2c3ccccc3n(S(=O)(=O)c3ccccc3)c2n1	-2	-22	/	3	-2	1.5	-2	-4	11	-3
COc1ccc(CCNC(=O)c2cc(COc3c(F)cccc3F)on2)c(OC)c1	1	-2	-21	0	0	-1.7	-1	-1	-10	1
Cn1c(=O)c2c(-c3ccccc3)n(-c3ccccc3F)cc2n(C)c1=O	1	3	/	-4	3	-1.4	-5	6	3	4
COC(=O)c1ccc(/C=C2\SC(=S)N(CCCC(=O)NCCCN3CCOCC3)C2=O)cc1	-5	-12	-5	0	12	-4.0	-8	-4	4	-37
O=C1c2ccsc2SCCN1Cc1c(Cl)cccc1Cl	-1	-5	-20	4	0	-0.9	-3	-3	2	-2
O=C(O)c1ccc(N2CCOCC2)c(N2C(=O)C3C4C=CC(C4)C3C2=O)c1 (stereo unspecified)	3	1	-4	-5	1	0.5	-10	0	1	2
O=C(NC1CCCC1)c1cc2ccccc2o1	1	0	2	-3	1	-0.5	-5	-1	-3	-1
CC(=NNC(=S)N1CCC1)c1ccccn1	-12	0	-2	1	-5	-3.0	0	1	1	8
CCC(CC)c1nnc(NC(=O)CCN2C(=O)c3ccccc3C2=O)s1	5	1	1	-3	-1	-1.1	0	2	-3	-1
C=CCNC(=O)c1ccc2nc(Cc3ccc(OC)cc3)oc2c1	-4	-1	-2	4	-1	-3.2	-1	2	-5	2
CCCCCC(=O)N1C[C@@H](n2cc(COC(=O)c3ccccc3)nn2)[C@H](O)C[C@@H]1c1ccc(Cl)cc1	-2	-2	-28	-1	-2	1.1	2	-1	3	-15
O=C(/C=C/c1ccccc1)NC(NC(=S)Nc1cccc(O)c1)C(Cl)(Cl)Cl (stereo unspecified)	1	1	-63	-1	6	0.3	0	7	24	-47
CCOC(=O)c1cc(C#N)c(SCC(=O)c2cc(C#N)c(SC)nc2C)nc1C	4	0	-3	-2	3	0.7	-4	9	4	-4
COCCn1c(SCC(=O)Nc2ccccc2)nc2c(oc3ccccc32)c1=O	2	-4	-1	0	-1	-0.7	4	-2	3	4
CC(Sc1nc2cc(Cl)ccc2s1)C(=O)Nc1cccc(S(=O)(=O)N2CCOCC2)c1 (stereo unspecified)	1	-4	-68	1	-5	0.8	1	-3	6	-27
CCC(=O)N(CCc1ccccc1)Cc1cc2cccc(C)c2[nH]c1=O	-2	-3	-8	2	-7	-0.6	-6	5	-7	2
COc1ccc2nc(NC(=O)c3cccc(S(=O)(=O)N4CCOCC4)c3)sc2c1	0	0	-12	1	0	0.5	-5	4	8	-13
COc1cc(/C=N/n2c(-c3ccc4c(c3)NC(=O)CO4)csc2=Nc2cccc(C)c2)ccc1O	0	1	44*	6	3	-0.9	-6	-7	16	21
Cc1cc(Cl)ccc1NC(=O)CCC(=O)O	1	1	2	-1	-1	-3.1	11	-3	0	1
COc1cc(NC(=O)Cn2cnc3c(SC)nc(N)nc32)cc(OC)c1OC	0	-3	2	1	-1	-1.2	2	-1	2	3
CCCCC(=O)N(C)c1c(CC)nc2c(OCCC)cccn12	-1	0	/	-3	0	0.0	-7	-5	0	3

Some values from above:
CCCCCC(=O)N1C[C@@H](n2cc(COC(=O)c3ccccc3)nn2)[C@H](O)C[C@@H]1c1ccc(Cl)cc1 in TCR-CD3 inh → 2
CN(C)/C=C/C(=O)c1nnn(C2CCCCC2)c1NC1CCCCC1 in HTRA1 inh → -51
C=CCNC(=O)c1ccc2nc(Cc3ccc(OC)cc3)oc2c1 in rCAG RNA binder → -5
CC(=NNC(=S)N1CCC1)c1ccccn1 in MBD2 inh → 1
CCC(CC)c1nnc(NC(=O)CCN2C(=O)c3ccccc3C2=O)s1 in MBD2 inh → 2
CC(C)(C)NC(=O)CSc1nnc(-c2c[nH]c3ccccc23)o1 in rCAG RNA binder → 6

(more compounds)
SMILES	UHRF1 binding	NR1D1 modulator	HTRA1 inh	LEDGF integ inh	PRMT1 inh	PG9 binder	TCR-CD3 inh	MBD2 inh	rCAG RNA binder	mABHD4 FP
O=C(COC(=O)c1ccc2c(c1)OCO2)Nc1ccccc1	0	7	-1	8	-3	0.1	-2	-3	-3	-3
O=c1ccc2[n+]([O-])c3ccc(O)cc3oc-2c1	78*	-21	141*	61*	119*	-94	/	28*	-9	+
Cc1ccc(NC(=O)CCN2C(=O)CSC2=O)c(C)c1	-2	-3	-1	0	-1	-0.2	3	3	-2	3
CCc1nn(CCCC(=O)NCc2ccco2)c(=O)c2cc3occc3n12	1	-4	2	-1	-2	-2.1	7	-2	2	-6
CC(C)CCN(C(=O)CCCSc1nc2ccccc2[nH]1)c1c(N)n(Cc2ccccc2)c(=O)[nH]c1=O	0	3	-8	1	6	1.1	1	3	-5	8
COc1cccc(CN(C)C(=O)CNC(=O)c2ccc(-c3ccccc3)cc2)c1OC	-1	0	-23	2	3	-1.5	2	3	-2	-6
O=C(CSc1nc2c(c(=O)n1-c1ccc(F)cc1)SCC2)NCC1CCCO1 (stereo unspecified)	-1	2	4	-1	0	-1.2	4	-6	0	-3
O=[N+]([O-])c1ccccc1NCCNS(=O)(=O)c1ccc(Cl)cc1	-6	-1	-17	4	-1	-2.3	-3	-7	3	-4
S=C(NCc1ccccn1)Nc1ccc(Cl)c(Cl)c1	-3	0	-9	3	5	-1.6	-2	-5	2	-1
CCOC(=O)N1CCC(N(CCOC)C(=S)Nc2cccc(SC)c2)CC1	1	2	-3	-1	2	0.7	2	-3	-1	12
CCOC(=O)C1(CCOc2ccccc2)CCN(Cc2ccc(OC)c(O)c2)CC1	5	1	-3	1	0	-1.6	-7	-5	0	-4
Cn1nc(C(=O)OCC(=O)NCc2ccc(Cl)cc2)c2ccccc2c1=O	1	-3	-2	0	-3	-2.4	-1	1	2	-1
O=C(Cn1cnc2ccccc2c1=O)Nc1ccc(N2CCOCC2)cc1	0	-1	2	-1	4	-0.8	-1	3	3	-2
OC1COC(c2ccccc2)OC1C1OC(c2ccccc2)OCC1O (stereo unspecified)	-3	4	0	-1	2	1.6	-2	-1	0	-2
COc1ccc(NC(=O)C(=O)N/N=C/c2cccnc2)cc1	5	-5	3	2	4	-1.6	-3	9	-1	-13
COC(=O)NNC(=O)c1ccc(C)c(Br)c1	0	2	1	4	-2	-2.4	5	0	-2	4
CCOc1ccc(Br)cc1/C=N/NC(=O)c1ccncc1	-5	-2	-4	-4	2	0.7	-4	-5	2	-10
N#Cc1c(NC(=O)C2CC2)sc2c1CCCCC2	-8	2	-1	3	9	-1.1	2	-9	5	9
O=C(O)c1ccc(NC(=O)c2cc3ccccc3o2)cc1	-2	-4	1	0	0	0.4	-3	3	2	1
O=C(Nc1cccc(S(=O)(=O)Nc2ccc(SC(F)F)cc2)c1)C1CCC1	-1	2	-32	3	-1	-0.8	5	-3	22	-17
COC(=O)[C@@]12C[C@@H](CC(=O)NCc3ccc(C)o3)C(=O)N(Cc3ccc4c(c3)OCO4)C1=CCC(C)(C)C2	0	0	/	0	7	-0.3	-5	-3	3	2
CN(C)CCNc1c2c(c(C#N)c3nc4ccccc4n13)CCCC2	-1	7	-2	0	-1	-1.1	1	-5	-1	1
CN(C)c1ccc(/C=C/C(=O)c2c(O)c3ccccc3oc2=O)cc1	-2	5	-23	-1	0	-3.7	-82	-7	16	-60
CCC(=O)c1cc(F)ccc1OCC(=O)Nc1ccc2c(c1)OCCO2	11	1	-3	1	0	-1.7	0	5	2	-2
CCOC(=O)N1CCC(NC(=O)C(C)n2c3ccccc3c3cnn(C)c(=O)c32)CC1 (stereo unspecified)	0	-3	1	1	0	1.0	6	-5	2	8
Cc1ccc(S(=O)(=O)NC(C(=O)OCC(=O)NC(=O)c2cccn2C)C(C)C)cc1 (stereo unspecified)	9	2	-4	6	-1	-0.9	-3	-6	6	-13
O=C(COC(=O)c1cccs1)Nc1ccccc1[N+](=O)[O-]	0	0	4	2	3	1.1	6	-3	-2	-4
Cc1ccc(N(CC(=O)N2CCN(Cc3ccccc3)CC2)S(C)(=O)=O)cc1C	-2	-4	2	1	-4	-1.5	-2	2	-7	-6
CC1(C)COC2(OC1)C(=O)N(CN1CCOCC1)c1ccccc12	3	0	3	3	-1	-1.7	0	-2	-2	-5
O=C(O)CC1S/C(=N/N=C/c2ccc(-c3ccc(Cl)c([N+](=O)[O-])c3)o2)NC1=O (stereo unspecified)	2	4	8	1	6	-2.5	11	1	35*	13

Quoted at random: two entries already listed.
SMILES	UHRF1 binding	NR1D1 modulator	HTRA1 inh	LEDGF integ inh	PRMT1 inh	PG9 binder	TCR-CD3 inh	MBD2 inh	rCAG RNA binder	mABHD4 FP
CC1(C)COC2(OC1)C(=O)N(CN1CCOCC1)c1ccccc12	3	0	3	3	-1	-1.7	0	-2	-2	-5
CN(C)c1ccc(/C=C/C(=O)c2c(O)c3ccccc3oc2=O)cc1	-2	5	-23	-1	0	-3.7	-82	-7	16	-60

Compound activity deposited in PubChem by several laboratories.

An excerpt; the hit share may differ from the screen's.
